# H1N1 NS1A inhibition: H1N1 influenza NS1A inhibitors, functional cell based assay (AID 504329) | hit rate 0.3% among 340,000 | NS1A functional cell-based assay, percent inhibition; higher % means a stronger effect | inhibition, % at 12.5 µM, or IC50 in µM where a hit was titrated; in the data active means a potency from the dose series; inconclusive means inhibition above about 27% without an active follow-up result; further: strong numbers were not always called active
# VEEV TC-83 Vero: inhibitors of VEEV TC-83 cytopathic effect, confirmation, Vero cells (AID 588727); Vero cells, VEEV TC-83 cytopathic effect inhibition; higher % means a stronger effect; inhibition, % at 20 µM, or IC50 in µM where a hit was titrated; hit rate 0.13% among 350,000; in the data active means a potency from the dose series; inconclusive means inhibition mostly from about 14% at the one dose, without a potency; inactive means the rest, 99 in 100 with inhibition below about 12%; further: strong numbers were not always called active
# M. tuberculosis HTS: M. tuberculosis growth inhibition, HTS (AID 449762). M. tuberculosis H37Rv growth inhibition, 7H9 media; higher % means a stronger effect. inhibition, % at 25 µM, or IC50 in µM where a hit was titrated. hit rate 0.59% among 330,000; in the data active means a potency from the dose series; inconclusive means inhibition above about 70% without an active follow-up result;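 further: bacterial growth assessed after seven days of incubation; strong numbers were not always called active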
# M. tuberculosis: growth inhibition of non-replicating M. tuberculosis (AID 488890); Mycobacterium tuberculosis non-replicating, growth inhibition; higher % means a stronger effect; one-dose inhibition, % at 25 µM; IC50 in µM for titrated hits; hit rate 0.39% among 320,000; in the data active means a potency from the dose series; inconclusive means inhibition mostly from about 82% at the one dose, without a potency; inactive means the rest, 99 in 100 with inhibition below about 76%;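 further: plate controls were DMSO cells for no effect and high antibiotic wells for full effect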
# PhoP GFP inhibition: PhoP regulon inhibitors, Salmonella typhi PhoP promoter GFP reporter, confirmatory (AID 1850). hit rate 0.33% among 310,000. one-dose inhibition, % at 50 µM; IC50 in µM for titrated hits. Salmonella Typhi PhoP-promoter GFP reporter, fluorescence, 4 h; higher % means a stronger effect; in the data active means a potency from the dose series; inconclusive means inhibition mostly from about 25% at the one dose, without a potency; inactive means the rest, 99 in 100 with inhibition below about 19%;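 further: 0% = induced wells with vehicle and 100% = uninduced wells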
# VEEV TC-83 Vero 10K pilot screen: second read-out of VEEV TC-83 Vero, no call of its own (marks repeat the call); inhibition, %; measured here: 10K pilot screen inhibition
# Starred values were filed as active, the others as inactive; i = inactive; ? = inconclusive; / = not tested or not shown.
# Preview (two entries):
SMILES,H1N1 NS1A inhibition,VEEV TC-83 Vero,M. tuberculosis HTS,M. tuberculosis,PhoP GFP inhibition,others
CC(=O)NC(CC(=O)OCC(=O)N1CCN(S(=O)(=O)c2ccc(Cl)cc2)CC1)c1ccccc1 (configuration not stated),-16%,1.4%,0%,6%,3%,
O=C(c1cc(COc2ccc(F)cc2Cl)on1)N1CCSCC1,-1%,1.3%,1%,7%,-1%,

# The listing, repeating the preview:
SMILES,H1N1 NS1A inhibition,VEEV TC-83 Vero,M. tuberculosis HTS,M. tuberculosis,PhoP GFP inhibition,others
CC(=O)NC(CC(=O)OCC(=O)N1CCN(S(=O)(=O)c2ccc(Cl)cc2)CC1)c1ccccc1 (configuration not stated),-16%,1.4%,0%,6%,3%,
O=C(c1cc(COc2ccc(F)cc2Cl)on1)N1CCSCC1,-1%,1.3%,1%,7%,-1%,
O=C(c1ccco1)N1N=C(c2ccc(Cl)cc2)CC1(O)C(F)(F)F (configuration not stated),-8%,3.8%,0%,58%,-1%,
Cc1ccc2oc(C(=O)NC3CCS(=O)(=O)C3)cc(=O)c2c1 (configuration not stated),14%,1.8%,0%,-11%,10%,
CSc1ccc(/C=C/C(=O)NC(=O)c2ccccc2O)cc1,6%,1.2%,22%,?,13%,
Cc1nc2oc3c(NCc4ccccc4)ncnc3c2c2c1COC(C)(C)C2,3%,0.2%,0%,17%,-1%,
COc1ccc(N(CC(=O)NCCSc2ccccc2)S(=O)(=O)c2ccccc2)cc1OC,0%,8.3%,-3%,3%,-9%,
O=S(=O)(Oc1ccccc1/C=N/n1cnnc1)c1ccccc1,2%,0.5%,11%,23%,-1%,
Cc1ccc2ncnc(NCCC(=O)O)c2c1,-4%,i,-12%,2%,-4%,
Cc1ccc(-c2nc(NC(=O)CSc3nnnn3-c3ccccc3)ns2)cc1,-3%,2.2%,-1%,22%,-3%,
CC(C(=O)NCCc1ccc(F)cc1)N1CCN(Cc2ccccc2)CC1 (configuration not stated),-3%,0.5%,-5%,1%,6%,
C/C(=C\C(=O)OCC(=O)NCc1ccccc1)C(=O)OCC(=O)NCc1ccccc1,4%,i,4%,-1%,1%,
Cc1ccc(NC(=O)C(=O)NCCc2c[nH]c3ccccc23)cc1C,-7%,2.2%,1%,-3%,-10%,
O=[N+]([O-])c1ccc(Oc2ccc(C(F)(F)F)cn2)cc1,-1%,2.2%,1%,?,-6%,
Nc1ccc(-c2cnc(-c3ccc(N)cc3)nc2)cc1,-3%,1.9%,-7%,-6%,-4%,
CCCN(CC1CC1)CC(O)c1ccccc1 (configuration not stated),-4%,0.1%,6%,14%,-7%,
COc1ccc(Nc2cc3n(c(=O)n2)CCc2cc(OC)c(OC)cc2-3)cc1,-21%,0.6%,3%,-1%,-8%,
O=C1c2cccc3cccc(c23)C(=O)C1(O)O,-19%,3.6%,0%,6%,48µM*,
COC(=O)CN1C(=O)CC(C)(C)Sc2ccccc21,-4%,0.7%,-6%,/,/,
CC(C)C(=O)Nc1cccc(C(=O)Nc2ccccc2C(=O)O)c1,-2%,0.5%,8%,17%,-8%,
O=c1[nH]c(=O)n(Cc2ccco2)c(O)c1/C=N/N1CCCCCC1,13%,0.4%,-2%,8%,13%,
CCOC(=O)c1c(NC(=O)COC)sc(C(C)=O)c1C,4%,1.8%,0%,-5%,-3%,
O=S(=O)(/C=C/c1ccccc1)Nc1cccc(S(=O)(=O)NC2=NCCC2)c1,11%,1.1%,-9%,0%,2%,
Cc1cccc(CC(=O)NCCN2CCCCC2)c1,3%,1.7%,-2%,-12%,5%,
Brc1ccc(-c2nnc(-c3ccc4c(c3)OCO4)o2)o1,-6%,0.8%,-9%,57%,1%,
CCCCCC(=O)N[C@@H](c1ccccc1)[C@@H](O)C(=O)O[C@H]1C[C@@]2(O)[C@@H](OC(=O)c3ccccc3)C3[C@](C)(C(=O)[C@H](OC(C)=O)C(=C1C)C2(C)C)[C@@H](O)C[C@H]1OC[C@@]31OC(C)=O (some centres not stated),0%,5.6%,60%,3%,19%,
Cc1ccc(S(=O)(=O)C2(C(=O)NCc3ccccc3Cl)CC2)cc1,-9%,47%,4%,6%,-1%,
O=C(CCSCCC(=O)N1CCCC1)N1CCCC1,-5%,4.8%,10%,4%,-7%,
O=C(COC(=O)C12CC3CC(CC(Br)(C3)C1)C2)Nc1c(F)cccc1F,-8%,3.1%,0%,10%,/,
Cc1ccc2c(c1)N(CC(=O)NC1CCCCCC1)C(=O)c1cccnc1O2,6%,i,2%,26%,-4%,
COc1ccc(C(=O)Nc2ccc(NC(=O)c3cccs3)cc2)cc1Cl,4%,0.4%,-2%,-6%,1%,
CCc1nnc(NC(=O)CN2CC(C)OC(C)C2)s1 (configuration not stated),0%,0.7%,1%,-13%,9%,
CC(NC1CCCCC1)C(O)C12CC3CC(CC(C3)C1)C2 (configuration not stated),4%,1.7%,12%,23%,-3%,
CN1CCN(CCC(=O)Nc2ccc(OCc3ccccc3)cc2)CC1,-17%,i,-14%,1%,-6%,
CC(=O)NCCN=Cc1sc2ccccc2c1O,5%,5.1%,-8%,-5%,-1%,VEEV TC-83 Vero 10K pilot screen=1.5
Cc1ccc2nc(-c3ccc(SCC(=O)Nc4ccc5c(c4)OCCO5)nc3)[nH]c2c1,-3%,3.3%,9%,0%,-4%,
Cn1c(CCNS(=O)(=O)c2ccccc2)nc2cc([N+](=O)[O-])ccc21,-8%,i,35%,-29%,3%,
Cc1ccc(NC(=O)CS(=O)CC(=O)N(CC(=O)NC(C)(C)C)c2cccc(C)c2C)cc1 (configuration not stated),1%,0.8%,2%,-2%,3%,
O=C1COc2ccc(S(=O)(=O)Nc3cccc(Cl)c3)cc2N1,4%,i,6%,10%,4%,
CC(=O)c1c(C)[nH]c(C(=O)CSc2nnc3ccccn23)c1C,-4%,1.3%,-1%,-5%,-3%,
C/C(=N\NC(=O)c1cccc([N+](=O)[O-])c1)c1ccncc1,-2%,1.2%,4%,8%,4%,
CCN(CC(=O)Nc1c(F)cccc1F)C(=O)c1ccc2ncsc2c1,-10%,2.9%,-6%,-4%,-6%,
C=CCNC(=O)CN(Cc1ccccc1)S(=O)(=O)c1ccc(C)cc1,-3%,0.2%,1%,-1%,-4%,
COc1ccc([N+](=O)[O-])cc1NC(=O)C(C)OC(=O)CSC(C)C(=O)Nc1cc(C)on1 (configuration not stated),-3%,i,5%,-3%,4%,
CC(C)CC(NC(N)=O)C(=O)NCc1ccc(Cl)cc1 (configuration not stated),-11%,0.5%,8%,21%,3%,

# Compounds above that have bromine (2):
SMILES,H1N1 NS1A inhibition,VEEV TC-83 Vero,M. tuberculosis HTS,M. tuberculosis,PhoP GFP inhibition,others
Brc1ccc(-c2nnc(-c3ccc4c(c3)OCO4)o2)o1,-6%,0.8%,-9%,57%,1%,
O=C(COC(=O)C12CC3CC(CC(Br)(C3)C1)C2)Nc1c(F)cccc1F,-8%,3.1%,0%,10%,/,

# The list continues:
SMILES,H1N1 NS1A inhibition,VEEV TC-83 Vero,M. tuberculosis HTS,M. tuberculosis,PhoP GFP inhibition,others
CCC(CC)c1nnc(NC(=O)CS(=O)(=O)Cc2ccccc2)s1,-4%,1.4%,-9%,-6%,5%,VEEV TC-83 Vero 10K pilot screen=1.1
COc1cccc(CN2CC(C(=O)N3CCN(c4ccc(Cl)cc4)CC3)CCC2=O)c1 (configuration not stated),-2%,2.6%,1%,12%,2%,
Cc1cc(NC(=O)c2cc(-c3ccc(O)cc3)on2)no1,-5%,2.5%,6%,68%,12%,
COc1ccc(/C=N/NC(=O)c2[nH]nc3c2CCc2ccccc2-3)cc1OC,8%,13%,-1%,26%,-2%,
Cc1cc(OC(C)C(=O)NCC2CCC(C(=O)O)CC2)c2c(C)cc(=O)oc2c1 (configuration not stated),4%,0.8%,-2%,6%,5%,
CCN(CC)c1nc(C#N)nc(N(CC)CC)n1,-9%,1.9%,/,/,/,
COCCCN1C(=O)C(=O)/C(=C(/O)c2ccc(S(=O)(=O)N3CCOCC3)cc2)C1c1ccc(C)cc1 (configuration not stated),16%,2.2%,-2%,4%,-5%,
O=C1CCCc2c1cc(C(=O)Nc1ccc(Cl)cn1)c(=O)n2-c1ccccc1,-2%,1.8%,3%,20%,1%,
O=S(=O)(c1ccc(NC(=S)N/N=C/c2c3ccccc3cc3ccccc23)cc1)N1CCOCC1,10%,i,0%,-16%,-19%,
O=C1/C(=C\c2ccc([N+](=O)[O-])cc2)CS(=O)(=O)C/C1=C/c1ccc([N+](=O)[O-])cc1,20%,i,/,/,/,
Cc1ccc(S(=O)(=O)N2CCOCC2)cc1C(=O)N(C)CCOc1ccc(Cl)cc1,-7%,i,-3%,10%,6%,
CCOC(=O)c1cccc(NC(=O)CCn2nc(C)c(S(=O)(=O)N3CCCCC3)c2C)c1,0%,4.6%,-4%,5%,5%,
CCCCn1c(=O)[nH]c2nc3cc(N)ccc3nc2c1=O,-5%,0.2%,-2%,19%,-282%,
O=C(COC(=O)c1ccc(Cl)c([N+](=O)[O-])c1)NC1CCCC1,4%,2.1%,2%,54%,-2%,
COCCn1c(C)cc(C(=O)COC(=O)CCN2C(=O)c3ccccc3C2=O)c1C,4%,3.5%,/,8%,-2%,
C/C(=N/NC(=O)c1ccccn1)c1c[nH]c2ccccc12,9%,i,6µM*,53%,2%,
COc1ccccc1C(c1nnnn1CS(=O)(=O)c1ccc(C)cc1)N1CCSCC1 (configuration not stated),9%,1.2%,-1%,17%,0%,
O=C(Cn1ncc2c3ccccc3n(Cc3ccccc3)c2c1=O)N1CCN(c2ncccn2)CC1,4%,4.6%,6%,26%,-10%,
CC(C)N(Cc1cnn(C)c1)Cc1nc(Cc2ccccc2Cl)no1,16%,1.3%,13%,-1%,2%,
COc1cccc(NC(=O)C(Sc2nc3ccccc3c(=O)n2CC(C)C)c2ccccc2)c1 (configuration not stated),-2%,0.5%,5%,-23%,-5%,
CCCNC(=S)N1CCN(Cc2ccc3c(c2)OCO3)CC1,-6%,2.0%,-5%,3%,-3%,
Cc1cc(C)n(C(=O)c2ccc(S(=O)(=O)NCC3CCCO3)cc2)n1 (configuration not stated),-3%,1.0%,2%,-23%,-5%,
O=C(OCn1ncc(Br)c(Br)c1=O)c1ccc(F)cc1,4%,7.4%,1.2µM*,?,4%,
Cc1ccc(-c2nc3sc4c(N)ncnc4c3c3c2CCCC3)cc1,1%,i,-2%,4%,14%,
CC(C)[C@H](N)C(=O)NC[C@H]1CC[C@H](C(=O)N[C@@H](Cc2ccccc2)C(=O)O)CC1,-1%,0.3%,2%,1%,-4%,
C=CCOc1cccc(/C=N/NC(=O)CC(=O)NC2CCCCC2)c1,30%,2.4%,-8%,-3%,3%,
CCC(C)c1ccc(OCCn2cc(/C=N/NC(=O)CSc3nnc(C)s3)c3ccccc32)cc1 (configuration not stated),11%,2.3%,-7%,-1%,-9%,
Cc1cccc(N(Cc2ccccc2)C(=O)C2CCN(C(=O)c3ccccc3C)CC2)c1,8%,i,-8%,40%,/,
CCO[C@@H]1OC(C(N)=O)=C[C@H](C2CCCCC2)[C@H]1CCCO,2%,i,-4%,1%,-3%,
CCOC(=O)Cc1csc(NC(=O)CSC2=NCCS2)n1,-4%,1.7%,-4%,-2%,-6%,
COc1cc(C2c3cc4c(cc3OC(NNC(N)=O)C2C)OCO4)cc(OC)c1OC (configuration not stated),-9%,11%,/,/,/,
O=C(O)c1ccccc1-c1nnc2c(Cl)cc(C(F)(F)F)cn12,0%,i,-3%,-16%,1%,
O=C(NCCc1nc2ccccc2[nH]1)/C(=C/c1ccc(F)cc1)NC(=O)c1ccco1,-6%,i,6%,-14%,8%,
COc1ccc2nc(SCC(=O)NC3CCCCC3C)[nH]c2c1 (configuration not stated),-3%,8.9%,-6%,19%,/,
CCCn1c(=O)n(CC(=O)NCC2CCCO2)c(=O)c2c3c(sc21)COC(C)(C)C3 (configuration not stated),3%,2.5%,-7%,33%,13%,
CCC(=O)c1ccc(OCC(=O)Nc2ccc3nc(C)sc3c2)cc1,-9%,0.3%,?,?,-9%,
O=C(COc1ccccc1)NNc1nc2c(F)cccc2s1,-5%,1.0%,0%,-2%,0%,
CCc1ccccc1NC(=S)NNC(=O)c1ccccc1Cl,5%,2.5%,10%,8%,12%,
O=C(COC(=O)/C=C/c1ccccc1[N+](=O)[O-])Nc1ccc(S(=O)(=O)N2CCOCC2)cc1,-9%,1.6%,9%,21%,/,
O=S(=O)(c1ccc2ccccc2c1)N1CCN=C1SCc1cccnc1,-1%,0.5%,1%,6%,-3%,
CC(C)(C)NC(=O)C(=O)NC(=O)c1c(F)cccc1Cl,-3%,1.4%,-4%,2%,1%,

# Compound activity from PubChem.

# Random draw from the library. Share with any hit: about 1.5%.
